FID counter: counter-screen for HCV NS3 helicase inhibitors: DNA intercalator displacement. inhibition, % at 7.9 µM. DNA fluorescent intercalator displacement, fluorescence. 290,000 tested, 0.17% active; in the data active means inhibition above about 37%;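 further: 0% = vehicle and 100% = reference compound; higher means more ethidium bromide displaced from hairpin DNA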
p-CIP stab down: compounds decreasing mouse p/CIP protein stability. F442A p/CIP-EGFP cells, EGFP fluorescence, 16 h. decrease of EGFP signal, % at 10 µM. 290,000 tested, 0.01% active;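 active means EGFP signal decrease of at least 30% at 10 µM or well 3 SD below plate mean, unless failing retest; inactive means the rest, including hits failing retest or dose response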; further: some compounds called inactive have numbers as strong as hits; many of its hits are not listed in these tables
PHOSPHO1 inh: blocks human PHOSPHO1 phosphatase activity; Q8TCT1; recombinant PHOSPHO1, absorbance phosphatase assay; inhibition, % at 13.3 µM; 290,000 tested, 1.1% active; AID 1565; in the data active means inhibition above about 60%
Target sequence (Q8TCT1 whole entry, looked up): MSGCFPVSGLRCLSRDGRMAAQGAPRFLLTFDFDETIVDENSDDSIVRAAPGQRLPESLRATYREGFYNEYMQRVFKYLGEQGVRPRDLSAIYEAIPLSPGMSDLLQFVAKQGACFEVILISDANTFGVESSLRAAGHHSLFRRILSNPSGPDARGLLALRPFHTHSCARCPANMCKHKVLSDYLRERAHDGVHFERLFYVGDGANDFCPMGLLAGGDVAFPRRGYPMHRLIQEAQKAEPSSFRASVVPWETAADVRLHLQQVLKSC
NS3 helicase inh: inhibitors of Hepatitis C virus NS3 helicase; 290,000 tested, 0.56% active; NS3 helicase DNA unwinding, Cy5 molecular beacon fluorescence; inhibition, % at 10.9 µM;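 active means inhibition above the mean of all tested compounds plus 3 SD, set per campaign, cut at about 35% in these data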;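 further: 0% = DMSO wells and 100% = thioflavine S control wells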
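Compound dosing – single dose, 10.9 µM nominal final, DMSO 0.8% final · System – NS3 helicase fragment of HCV · Buffer or medium – MOPS pH 6.5, MgCl2, DTT, Tween20, BSA · Signal – Cy5 beacon fluorescence read at start and 1 h · Also added – annealed dual-labelled DNA beacon duplex, ATP-started · Schedule – 1 h at 25 °C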
MEKK3 PB1 HTS: raises or lowers MEK5 binding to the human MEKK3 PB1 domain. bead-based flow cytometry, Alexa488-MEK5 binding to MEKK3; actives lie on both sides; 0 = blocked by unlabeled MEK5, 100 = vehicle. binding response (% of control), % at 10 µM. 290,000 tested, 1.4% active. AID 1529. Q99759;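 active means binding response more than 3 SD above or below the average of its plate-row segment, actives on both sides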;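 further: Alexa488 bead fluorescence after subtracting the streptavidin-only scavenger bead signal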
Target sequence (Q99759 whole entry, looked up, the tested form may be a part): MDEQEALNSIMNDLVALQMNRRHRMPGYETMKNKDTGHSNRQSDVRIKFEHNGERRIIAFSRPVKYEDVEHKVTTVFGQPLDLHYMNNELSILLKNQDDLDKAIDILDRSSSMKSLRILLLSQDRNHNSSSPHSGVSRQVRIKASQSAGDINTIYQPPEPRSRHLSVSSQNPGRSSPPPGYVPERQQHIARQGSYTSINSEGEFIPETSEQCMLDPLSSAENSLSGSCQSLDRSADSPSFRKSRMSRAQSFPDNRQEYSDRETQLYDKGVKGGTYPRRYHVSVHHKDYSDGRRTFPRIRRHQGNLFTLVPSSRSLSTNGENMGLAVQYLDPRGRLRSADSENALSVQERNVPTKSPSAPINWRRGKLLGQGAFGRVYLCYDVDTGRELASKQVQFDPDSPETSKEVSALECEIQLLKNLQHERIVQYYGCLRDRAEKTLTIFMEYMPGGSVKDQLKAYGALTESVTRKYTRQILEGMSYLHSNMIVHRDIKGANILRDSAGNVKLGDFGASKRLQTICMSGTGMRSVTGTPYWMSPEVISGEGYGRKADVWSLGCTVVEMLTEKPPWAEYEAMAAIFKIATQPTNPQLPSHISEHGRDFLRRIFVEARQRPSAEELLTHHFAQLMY
SUMO HTRF inh: blocks human SUMOylation mediated by UBC9; 290,000 tested, 0.36% active; HTRF SUMOylation assay, SAE1/SAE2 + UBC9, in vitro; inhibition, % at 35 µM; P63279; AID 2006; in the data active means inhibition above about 50%, passing the limit was not always enough; further: strong numbers were not always called active
Target sequence (P63279 whole entry, looked up): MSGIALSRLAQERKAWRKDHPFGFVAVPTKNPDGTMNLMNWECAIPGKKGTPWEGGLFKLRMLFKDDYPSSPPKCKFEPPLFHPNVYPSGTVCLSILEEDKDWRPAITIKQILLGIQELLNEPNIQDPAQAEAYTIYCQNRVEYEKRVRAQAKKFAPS
IDE cell activ: IDE (human) activation, cell-based; P14735; HEK cells, FAbeta-B cleavage, fluorescence polarization; 0% vehicle, 100% cell-free pure enzyme wells; activation, % at 5.96 µM; 340,000 tested, 0.073% active;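 active means activation above the mean of all tested compounds plus 3 SD, set per screening campaign, cut at about 17% in these data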
IMP-1 inh: inhibitors of Pseudomonas aeruginosa IMP-1 metallo-beta-lactamase; purified IMP-1, nitrocefin hydrolysis, epi-absorbance fluorescence; inhibition, % at 5.6 µM; 290,000 tested, 0.45% active;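 active means inhibition above the mean plus 3 SD of all compounds in the same screening run, cut at about 4.5% in these data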;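 further: 0% = IMP-1 with DMSO and 100% = DMSO wells lacking enzyme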
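System: purified recombinant IMP-1 beta-lactamase. Medium: Zinc- and detergent-supplemented HEPES buffer, pH 7.1. Compound: one 5.6 µM dose […]. Schedule: 15 min preincubation plus 25 min reaction at 25 °C. Technique: Epi-absorbance fluorescence, 480 nm excitation, 530 nm emission.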
VIM-2 inh: blocks Pseudomonas aeruginosa VIM-2 metallo-beta-lactamase. 290,000 tested, 0.89% active. purified VIM-2, nitrocefin hydrolysis, epi-absorbance fluorescence. inhibition, % at 5.6 µM. AID 1527;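 active means inhibition above the mean of all tested compounds plus 3 SD, cutoff set per screening run, cut at about 7.5% in these data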;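 further: red hydrolysis product quenches plate fluorescence so inhibitors raise well fluorescence; 0% = enzyme with DMSO and 100% = DMSO without enzyme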
* = called active by the depositor; . = not tested or not shown; [ ] = dose if it differs, or a comment. Some of the compounds tested. The share of hits here may be higher or lower than overall.

SMILES	FID counter	p-CIP stab down	PHOSPHO1 inh	NS3 helicase inh	MEKK3 PB1 HTS	SUMO HTRF inh	IDE cell activ	IMP-1 inh	VIM-2 inh
CC1=C(C(=O)Nc2ccc(C)cc2)C(c2ccco2)NC(=O)N1 (stereo not given)	-4	-9	10	-3	96	-24	2	-0.2	1.1
Cc1cc(C)c2oc(C(=O)Nc3ccc(S(=O)(=O)Nc4nccc(C)n4)cc3)cc(=O)c2c1	-25	3	53	-10	103	5	-8	-0.5	0.5
COc1cc(/C=C2\SC(N)=NC2=O)cc(OC)c1	-3	0	29	16	91	15	-2	-1.5	-0.9
CS(=O)(=O)N(CC(=O)N1CCN(c2ccccc2F)CC1)C1CCCCC1	-17	-13	44	8	105	12	-2	-1.0	2.9
FC(F)(F)c1cccc(Oc2nc(-c3ccccc3)nnc2C(F)(F)F)c1	-2	5	18	4	97	-10	4	-2.4	0.9
O=C(OCCCN=C1NS(=O)(=O)c2ccccc21)c1ccccc1	-9	-7	-24	-3	104	15	1	-3.9	-1.9
O=C(Cc1ccccc1[N+](=O)[O-])NCc1ccc2c(c1)OCO2	-1	3	-1	2	106	-2	-3	-1.1	-4.8
COC(=O)C1=C(C(=O)c2ccccc2)C(c2ccc(OC)c(OC)c2)Nc2nnnn21 (stereo not given)	-4	-29	26	-14	.	31	5	0.9	-1.9
CCN1CCN(C(=O)c2ccc(CN(c3ccccc3)S(=O)(=O)c3ccccc3)cc2)CC1	2	-18	-22	-26	94	4	-6	-3.0	-0.6
c1ccc2nc3[nH]cnc3nc2c1	0	1	-12	7	107	-19	1	-4.7	-3.5
COC(=O)Cn1cnc2c1c(=O)n(C)c(=O)n2C	-3	16	7	-12	105	-34	2	-6.3	-1.7
Cc1nn(-c2ccccc2)c(Cl)c1C1C(C#N)=C(N)OC2=C1C(=O)CCC2 (stereo not given)	-9	10	18	18	100	4	-3	-1.9	0.2
CCOC(=O)c1c(NC(=O)CCC(=O)N2CCOCC2)sc2c1CC(C)(C)OC2	-23	-6	50	3	79*[inhibitor]	27	1	0.6	-0.3
COc1cc(NC(=O)CSc2nnc3c(C)cc4c(C)ccc(C)c4n23)c(C(=O)O)cc1OC	-60	-10	40	5	113	-6	1	-3.4	-1.6
CC(=O)Nc1ccc(-c2csc(NC(=O)Cc3ccccc3F)n2)cc1	-16	4	10	-6	102	-1	0	-2.8	0.3
Cc1c(/C=N/NC(=O)c2cc(Br)ccc2O)c(=O)n(C)c(=O)n1C	-19	0	32	7	100	8	3	-2.7	-3.0
O=C(/C(C=Nc1cccc(C(F)(F)F)c1)=C(/O)c1ccco1)C(F)(F)F	-2	0	22	6	97	-5	4	0.2	-1.0
O=c1c2cc(N3CCOCC3)ccc2[nH]c(=S)n1CCc1ccccc1	0	0	-21	2	96	12	5	-3.6	-4.5
CS(=O)(=O)N1CCN(C(=O)COc2ccc3ccccc3c2)CC1	-18	0	48	9	132*	11	4	-3.6	-5.0
COc1ccccc1C(=O)Nc1nsc(-c2ccccc2)n1	-20	4	17	-7	97	7	4	-1.9	1.0
CCOc1cc(CNCCc2ccccc2)ccc1OCC(=O)NC(C)(C)C	21	-11	-15	-21	103	-2	0	0.8	-0.2
O=C(Cn1cc(S(=O)(=O)Cc2ccc([N+](=O)[O-])cc2)c2ccccc21)N1CCOCC1	-2	-6	24	-4	98	18	0	-1.3	-2.5
NC(=O)CC(NC(=O)c1ccc(Br)cc1)c1ccc(N2CCCCCC2)c([N+](=O)[O-])c1 (stereo not given)	-26	-11	-2	12	102	1	5	-3.8	-2.4
Cc1[nH]c(=O)nc2c1CCC2	-6	-7	36	11	109	19	-2	-2.9	-3.4
CSc1ccccc1NC(=S)NCc1ccc(Cl)cc1	-10	-8	11	15	100	10	3	-5.5	-5.2

3 structures from above, sorted by length of the SMILES, highest first.
SMILES	FID counter	p-CIP stab down	PHOSPHO1 inh	NS3 helicase inh	MEKK3 PB1 HTS	SUMO HTRF inh	IDE cell activ	IMP-1 inh	VIM-2 inh
COC(=O)C1=C(C(=O)c2ccccc2)C(c2ccc(OC)c(OC)c2)Nc2nnnn21 (stereo not given)	-4	-29	26	-14	.	31	5	0.9	-1.9
CC(=O)Nc1ccc(-c2csc(NC(=O)Cc3ccccc3F)n2)cc1	-16	4	10	-6	102	-1	0	-2.8	0.3
Cc1[nH]c(=O)nc2c1CCC2	-6	-7	36	11	109	19	-2	-2.9	-3.4

Further entries
SMILES	FID counter	p-CIP stab down	PHOSPHO1 inh	NS3 helicase inh	MEKK3 PB1 HTS	SUMO HTRF inh	IDE cell activ	IMP-1 inh	VIM-2 inh
COc1ccc(-c2cnn3c(N)c(S(=O)(=O)C(C)(C)C)cnc23)cc1	-10	-3	46	26	95	0	4	-0.6	1.7
COc1ccc(NC(=O)NCc2ccco2)c(OC)c1	2	-7	35	-11	100	14	-2	-1.5	-0.3
COC(=O)C(NC(=O)C(NC(=O)c1ccccc1)C(C)C)C(C)C (stereo not given)	-2	6	10	0	100	-4	-2	-7.7	-4.1
COC(=O)c1cc(Br)c(=O)n(CCN2CCCCC2)c1	-3	-8	6	-1	103	32	2	-1.9	-1.2
CCNC(=O)NC(=O)C(C)Oc1ccc(Br)cc1Br (stereo not given)	0	-4	21	-1	87	14	0	-2.9	-7.0
C=CCOc1c(Cl)cc(CNc2ccc(N(C)C)cc2)cc1OC	-2	-19	-92	51*	103	-74	2	-2.5	1.1
O=c1[nH]c(=O)c2cc([N+](=O)[O-])cc([N+](=O)[O-])c2[nH]1	-9	13	6	6	92	20	-4	-1.1	0.7
CCn1nnnc1NC(=O)c1cc(Cl)c(OC)c(Cl)c1	0	9	59	0	98	5	1	-2.8	-4.9
CCN(CC)C(=O)CN(c1ccc(F)c(Cl)c1)S(C)(=O)=O	-5	0	-52	16	93	6	2	0.4	0.6
CCOc1cc(C2C3=C(CC(C)(C)CC3=O)N(CCCOC)C3=C2C(=O)CC(C)(C)C3)ccc1OC	-26	0	39	-3	100	10	-2	1.1	0.7
Cc1cnc(C(=O)Nc2ccccc2F)cn1	-1	-9	6	-3	2.0*[inhibitor]	19	8	-3.4	-5.5
Fc1ccc(-n2nnc(-c3ccccc3)n2)cc1	-1	-4	14	2	102	-9	-5	-0.4	-1.1
CCOC(=O)N1CCN(CC(O)COCc2ccccc2)CC1 (stereo not given)	-2	2	4	-1	109	9	-2	-1.0	0.0
COc1ccc(N(CC(=O)NC(C)c2ccccc2)S(=O)(=O)c2c(C)noc2C)cc1 (stereo not given)	-47	-5	28	3	97	5	0	-1.9	-4.0
O=C(Cc1n[nH]c(=O)c2ccccc12)N/N=C/c1cc2c(cc1Cl)OCO2	-36	-27	24	-18	100	15	-3	-2.0	-3.2
CC1CCCN(S(=O)(=O)c2ccc3[nH]c4c(c3c2)CCCC4)C1 (stereo not given)	-17	2	42	-2	98	-17	8	-2.1	0.6
O=C(COc1ccc2ccccc2c1Br)N1CCCCC1	-41	-9	14	6	101	10	-1	-0.2	-2.6
Cc1ccc(S(=O)(=O)N2CCOCC2)c2nsnc12	-1	-16	4	2	99	7	4	-0.2	-0.8
O=C(OC(C(=O)Nc1cccc(C(F)(F)F)c1)c1ccccc1)C1CCCCC1 (stereo not given)	-3	-1	4	-16	112	-21	-1	-2.8	-1.6
CCCOc1ccc(C(CC(=O)O)NC(=O)c2cccs2)cc1 (stereo not given)	-9	2	-4	3	102	9	3	2.2	0.2
Cc1ccc(OCc2nc3ccccc3[nH]2)cc1	-10	-5	-6	13	100	-17	1	-3.8	-2.0
Cc1cc(=O)oc2cc(NC(=O)Cc3ccccc3)ccc12	-9	2	-4	13	99	0	2	0.3	-2.1
CSc1ccc2[nH]c(=O)cc(C)c2c1	-2	-5	-6	4	106	28	1	-4.8	-1.7
COc1cc(CNC2CCCCCC2)cc(OC)c1O	3	-18	-8	3	.	4	1	-4.3	-4.8
CCN(CC)S(=O)(=O)c1ccc(N2CCCC2)c(NC(=O)Cc2c(F)cccc2Cl)c1	-43	-21	25	-4	103	12	1	-5.4	-1.3
Continuation:
SMILES	FID counter	p-CIP stab down	PHOSPHO1 inh	NS3 helicase inh	MEKK3 PB1 HTS	SUMO HTRF inh	IDE cell activ	IMP-1 inh	VIM-2 inh
Cc1nc2oc3c(NCc4ccccn4)ncnc3c2c2c1COC(C)(C)C2	-20	-1	-7	17	97	4	6	-2.3	-3.1
N#CC1CC(c2ccccc2)Nc2cc(Cl)ccc2N1 (stereo not given)	-6	11	-5	4	92	8	0	-3.2	-3.1
O=C(/C=C/c1ccc(N2CCCCC2)c([N+](=O)[O-])c1)c1ccc(S(=O)(=O)N2CCCC2)cc1	-7	0	2	13	104	1	5	-4.9	-1.7
COCC(C)n1c(SCc2nc(N)nc(Nc3ccccc3C)n2)nc2ccccc2c1=O (stereo not given)	-16	-23	12	-2	108	-14	-6	-2.2	-2.2
CCOC(=O)N1CCN(C(=O)CN(C)S(=O)(=O)c2ccc(OC)c(OC)c2)CC1	-14	5	20	1	86	6	3	-2.0	-4.6
Nc1ccc(C(=O)Nc2ccc3nc(-c4ccncc4)[nH]c3c2)cc1	-6	0	37	-3	107	20	1	0.2	0.8
Cc1cc(F)ccc1S(=O)(=O)Nc1ccccc1C(=O)Nc1ccccc1-c1nc2ccccc2[nH]1	0	6	-15	0	134*	22	3	-5.3	-3.3
CCOc1ccc2[nH]c(=O)c(CN(CCN3CCOCC3)Cc3nnnn3C(C)(C)CC)cc2c1	6	14	-8	-5	.	-4	0	-1.9	-1.9

Retrieved by compound from the entries so far:
SMILES	FID counter	p-CIP stab down	PHOSPHO1 inh	NS3 helicase inh	MEKK3 PB1 HTS	SUMO HTRF inh	IDE cell activ	IMP-1 inh	VIM-2 inh
Cc1[nH]c(=O)nc2c1CCC2	-6	-7	36	11	109	19	-2	-2.9	-3.4
FC(F)(F)c1cccc(Oc2nc(-c3ccccc3)nnc2C(F)(F)F)c1	-2	5	18	4	97	-10	4	-2.4	0.9
COc1cc(CNC2CCCCCC2)cc(OC)c1O	3	-18	-8	3	.	4	1	-4.3	-4.8
CCN1CCN(C(=O)c2ccc(CN(c3ccccc3)S(=O)(=O)c3ccccc3)cc2)CC1	2	-18	-22	-26	94	4	-6	-3.0	-0.6
COc1cc(NC(=O)CSc2nnc3c(C)cc4c(C)ccc(C)c4n23)c(C(=O)O)cc1OC	-60	-10	40	5	113	-6	1	-3.4	-1.6
O=C(COc1ccc2ccccc2c1Br)N1CCCCC1	-41	-9	14	6	101	10	-1	-0.2	-2.6
Cc1nc2oc3c(NCc4ccccn4)ncnc3c2c2c1COC(C)(C)C2	-20	-1	-7	17	97	4	6	-2.3	-3.1

Screens (PubChem BioAssay)
